# Screening data: PubChem BioAssay, Johns Hopkins Ion Channel Center
# ANO1 block: blocks the mouse calcium-activated chloride channel TMEM16A | normalized B-score (activity score, 25-100; higher = stronger inhibition) at 10 µM | HEK293 TMEM16A/YFP iodide influx fluorescence, ionomycin | actives 1.2% (n = 310,000) | AID 588511 | Q8BHY3;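 active = ratio plate-corrected score three or more library SD toward inhibition, starting fluorescence score within five deviations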;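 note: score derived from kinetic fluorescence span divided by baseline fluorescence per well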
# KCNK3 inh: human KCNK3 channel inhibition, primary screen; O14649; CHO-KCNK3 thallium flux, FluxOR fluorescence; hits give low values; B-score at 10 µM; actives 0.84% (n = 340,000);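 active = B-score under library mean minus 4 SD, starting fluorescence ratio at most library mean plus 5 SD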;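 note: more negative B-score means stronger inhibition of thallium flux through KCNK3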
# RGS4 pot: RGS4 potentiation or activation. AID 463111. actives 0.92% (n = 310,000). HEK293 M3R/inducible RGS4, carbachol calcium flux Fluo4; hits give low values. B-score at 10 µM;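 active = B-score of the integrated calcium signal more than 4 SD below the library mean, with starting fluorescence not abnormally high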;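 note: negative B-score means reduced calcium response which marks RGS4 activation or potentiation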
#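 Also added: carbachol at ECmax as muscarinic agonist stimulus; Assay system: HEK293 cells with stable M3R and inducible RGS4; Timing: overnight RGS4 induction, 30 min dye load 37 °C, 20 min compound RT; Measured by: Fluo4-AM (2 µM) calcium-flux fluorescence, kinetic read.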
# MrgX1 allo act: allosterically activates human MrgX1 receptor signaling | Q96LB2 | MrgX1-HEK293, Fluo-4 calcium flux, FDSS; hits give high values | B-score at 10 µM | actives 0.63% (n = 310,000);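 active = plate-corrected calcium response at least 3 library SD above typical, normal starting fluorescence, not activating the receptor alone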;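 note: compound read alongside a low EC10 to EC30 dose of BAM8-22 agonist; peak minus trough fluorescence over baseline measured at the second addition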
# ANO1 activ: activates or potentiates the mouse TMEM16A chloride channel. Q8BHY3. HEK293 TMEM16A/YFP-H148Q/I152L, iodide quench fluorescence; hits give low values. B-score at 10 µM. actives 0.3% (n = 340,000). AID 623877;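 active = fluorescence-ratio B-score plate-corrected deviation score at least 3 library SD below zero, with starting fluorescence score within 5 deviations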;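 note: channel opened by trigger with iodide after compound preincubation; score built on the fluorescence ratio of max minus min over baseline; more negative score means more quench and so TMEM16A activation or potentiation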
# hERG rescue: hERG (human) protection from proarrhythmic block | actives 0.51% (n = 310,000) | CHO-hERG, FluxOR thallium flux, dofetilide IC70 present | AID 1511 | activation (rescue from dofetilide block), less the hit threshold, % at 10 µM | Q12809;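 active = activation above the mean of controls blocked by dofetilide plus 5 SD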;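 note: thallium influx through hERG after potassium depolarization seen as dye fluorescence rise; in these data hits start at about 4.7%; inactives centre near -7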
# Target sequence (Q12809 whole entry, looked up): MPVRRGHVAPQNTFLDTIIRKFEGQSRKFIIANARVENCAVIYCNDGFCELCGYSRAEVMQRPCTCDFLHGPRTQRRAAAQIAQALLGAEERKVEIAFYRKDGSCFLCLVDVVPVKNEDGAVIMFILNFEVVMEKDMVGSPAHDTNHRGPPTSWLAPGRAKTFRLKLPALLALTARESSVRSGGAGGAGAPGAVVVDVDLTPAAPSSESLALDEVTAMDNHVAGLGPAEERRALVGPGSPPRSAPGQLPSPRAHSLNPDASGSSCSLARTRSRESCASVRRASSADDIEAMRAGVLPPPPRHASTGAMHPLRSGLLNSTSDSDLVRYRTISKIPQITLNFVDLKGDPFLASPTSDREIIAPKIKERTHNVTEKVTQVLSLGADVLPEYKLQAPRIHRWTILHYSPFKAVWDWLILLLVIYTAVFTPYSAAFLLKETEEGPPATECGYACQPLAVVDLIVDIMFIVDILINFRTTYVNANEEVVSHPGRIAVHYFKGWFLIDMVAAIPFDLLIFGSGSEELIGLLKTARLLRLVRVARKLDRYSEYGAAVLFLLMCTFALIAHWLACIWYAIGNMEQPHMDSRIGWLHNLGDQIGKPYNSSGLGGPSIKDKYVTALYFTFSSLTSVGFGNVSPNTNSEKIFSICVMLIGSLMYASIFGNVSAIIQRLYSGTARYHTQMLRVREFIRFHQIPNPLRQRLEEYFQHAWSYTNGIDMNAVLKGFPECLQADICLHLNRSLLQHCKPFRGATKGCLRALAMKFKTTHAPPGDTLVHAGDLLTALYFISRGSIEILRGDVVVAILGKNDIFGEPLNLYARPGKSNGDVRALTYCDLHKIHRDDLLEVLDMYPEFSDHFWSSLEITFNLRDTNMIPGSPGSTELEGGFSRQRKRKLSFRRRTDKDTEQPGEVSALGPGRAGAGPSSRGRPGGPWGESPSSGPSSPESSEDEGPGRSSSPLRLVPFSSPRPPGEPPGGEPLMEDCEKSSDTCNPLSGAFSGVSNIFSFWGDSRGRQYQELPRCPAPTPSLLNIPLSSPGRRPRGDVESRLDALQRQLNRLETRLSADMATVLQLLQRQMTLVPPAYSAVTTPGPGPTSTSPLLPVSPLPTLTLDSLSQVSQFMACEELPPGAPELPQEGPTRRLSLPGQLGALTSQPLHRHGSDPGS
# MrgX1 ag: activates human MrgX1 receptor signaling. Q96LB2. MrgX1-HEK293 cells, Fluo-4 calcium fluorescence, agonist mode; hits give high values. B-score at 10 µM. actives 0.44% (n = 310,000). AID 588627;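 active = calcium response B-score plate-corrected fluorescence ratio at least 3 library SD, with starting fluorescence B-score inside 5 SD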
#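 System: HEK293 cells stably expressing human MrgX1 receptor; Dosing: test compound in the initial addition of three; Schedule: overnight plating, then 30 min 37 °C plus 30 min room-temperature dye loading; Detection: kinetic calcium dye fluorescence, Fluo-4 NW; Controls: per-plate positive and negative controls for Z′ factor.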
# KCNQ1 pot: potentiates or activates the human KCNQ1 potassium channel; P51787; CHO-K1 KCNQ1, thallium flux FluxOR fluorescence; hits give high values; B-score at 10 µM; actives 0.35% (n = 310,000);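 active = fluorescence ratio B-score, a plate-corrected score, at least three library SD, with initial intensity B-score within 5 SD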
#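 Assay system: CHO-K1 cells stably expressing KCNQ1; Medium: assay buffer with matched DMSO; Also added: K+/Tl+ depolarizing stimulus; Dosing: single dose; Timing: dye 90 min, compound 20 min, room temperature; Measured by: kinetic FluxOR thallium fluorescence, 10-s 1-Hz baseline, 110-s post-stimulus read; Read-out: peak-minus-minimum fluorescence over initial fluorescence, negative-control normalized, B-scored.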
# KCNQ1 block: inhibitors of human KCNQ1 potassium channel | P51787 | CHO-K1 KCNQ1, FluxOR thallium flux fluorescence; hits give high values | B-score at 10 µM | actives 1.3% (n = 310,000) | AID 2642;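 active = compounds whose thallium flux B-score, printed positive for inhibition, exceeds three library SD while starting fluorescence stays within three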;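 note: channel opened by potassium depolarization with thallium stimulus after 20 min compound exposure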
# RGS4 inh: human RGS4 inhibition. P49798. HEK293 M3R/RGS4 inducible, Fluo-4 calcium flux; hits give high values; triggered by carbachol at its EC20. B-score at 10 µM. actives 0.45% (n = 310,000);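 active = B-score, a plate-corrected calcium signal, over three deviations above library mean, with baseline fluorescence within five deviations of library mean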;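 note: RGS4 expression induced by doxycycline in cells with stable M3 receptor; B-score is computed from the integrated fluorescence ratio over baseline after carbachol; higher B-score means a larger calcium signal and so more RGS4 inhibition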
# KCNK9 inh: inhibitors of human KCNK9 two-pore domain potassium channel; HEK293 KCNK9, FluxOR thallium flux fluorescence; hits give low values; B-score at 10 µM; Q9NPC2; actives 1.2% (n = 310,000);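 active = ratio B-score over 3 SD below the library mean, with starting fluorescence within 5 SD of its mean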;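 note: negative B-score means less thallium flux so channel inhibition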
# Numbers without * were called inactive; i = inactive; . = not tested or not shown.
SMILES,ANO1 block,KCNK3 inh,RGS4 pot,MrgX1 allo act,ANO1 activ,hERG rescue,MrgX1 ag,KCNQ1 pot,KCNQ1 block,RGS4 inh,KCNK9 inh
O=[N+]([O-])c1ccc(N2CCN(Cc3ccccc3)CC2)c(S(=O)(=O)N2CCOCC2)c1,i,i,i,i,i,-7,i,i,i,i,i
COc1ccc(CN2C(=O)CS/C2=N/N=C/c2ccccc2)cc1,i,i,i,i,i,-8,i,i,i,i,i
Cc1ccc(-n2ncc3c2CC(C)(C)CC3NC(=O)C2CCOCC2)cc1 (configuration not stated),i,i,i,i,i,-14,i,i,i,i,i
COc1ccccc1-n1c(SCC(=O)O)nc2c(sc(=S)n2-c2ccc(C)c(C)c2)c1=O,i,i,i,i,i,-3,i,i,i,i,i
O=C(NCC1CCCO1)c1cc2n(n1)C(C(F)(F)F)CC(c1ccc(F)cc1)N2 (configuration not stated),i,i,i,i,i,-12,i,i,i,i,i
Oc1ccc(Cl)cc1/C=N/c1nc2ccccc2[nH]1,i,i,i,i,i,-8,i,i,i,i,i
O=C1CC(N2CCN(c3ccccc3)CC2)C(=O)N1c1ccc2c(c1)OCO2 (configuration not stated),i,i,i,i,i,-13,i,i,i,i,i
Clc1ccc(CSc2nnnn2-c2ccc3c(c2)OCO3)c(Cl)c1,i,i,i,i,i,-8,i,i,i,i,-7*
CCC1C(=O)CC(c2ccc([N+](=O)[O-])cc2)NC1c1ccc([N+](=O)[O-])cc1 (configuration not stated),i,i,i,i,-5.5*,-15,i,i,8*,i,i
O=C1NC2(CCCCC2)C(=O)N1CCS(=O)(=O)Oc1ccccc1,i,i,i,i,i,-3,i,i,i,i,i
Cc1ccc(N(C(=O)c2csnn2)C(C(=O)NC2CCCCC2)c2ccco2)cc1 (configuration not stated),i,i,i,i,i,-11,i,i,i,i,i
COc1ccccc1OCC(=O)N1CCN(C(=O)COc2ccccc2OC)CC1,i,i,i,i,i,-2,i,i,i,i,i
Cc1ccc(C(=O)N2CCN(c3ccc(NC(=S)NC(=O)Cc4ccccc4)cc3)CC2)cc1,i,i,i,i,i,-13,i,i,i,i,i
Cc1cccc(C(=O)Oc2ccc(/C=N/NC(=O)Cc3ccc([N+](=O)[O-])cc3)cc2)c1,i,i,i,i,i,-4,i,i,i,i,i
O=C1CC(N2CCC(O)CC2)C(=O)N1c1ccc(Br)cc1 (configuration not stated),i,i,i,i,i,-10,i,i,i,i,i

# Quoted at random: 2 compounds from above, in no set order.
SMILES,ANO1 block,KCNK3 inh,RGS4 pot,MrgX1 allo act,ANO1 activ,hERG rescue,MrgX1 ag,KCNQ1 pot,KCNQ1 block,RGS4 inh,KCNK9 inh
Cc1ccc(C(=O)N2CCN(c3ccc(NC(=S)NC(=O)Cc4ccccc4)cc3)CC2)cc1,i,i,i,i,i,-13,i,i,i,i,i
COc1ccc(CN2C(=O)CS/C2=N/N=C/c2ccccc2)cc1,i,i,i,i,i,-8,i,i,i,i,i

# The listing continues:
SMILES,ANO1 block,KCNK3 inh,RGS4 pot,MrgX1 allo act,ANO1 activ,hERG rescue,MrgX1 ag,KCNQ1 pot,KCNQ1 block,RGS4 inh,KCNK9 inh
Cn1c(SCc2ccccc2)nnc1-c1c[nH]c2ccccc12,i,i,i,i,i,-6,i,i,i,i,i
O=C(COC(=O)Cc1ccc(Br)cc1)Nc1c(F)c(F)c(F)c(F)c1F,i,i,i,i,i,-2,i,i,i,i,i
Cc1cccc(C)c1OCC(=O)Nc1ccc2c(c1)OCCO2,i,i,i,i,i,-5,i,i,i,i,i
Cc1ccc(C)c(NC(=S)N(C)C)c1,i,i,i,i,i,-4,i,i,i,i,i
S=C(NCCC(c1ccccc1)c1ccccc1)Nc1ccc(Cl)cc1,100*,i,-7.9*,i,i,-6,i,i,9*,i,i
Cn1c(=N)c(S(=O)(=O)c2ccc(F)cc2)cc2c(=O)n3ccccc3nc21,i,i,i,i,i,-9,i,i,i,i,i
COc1ccc(-c2noc(CCCC(=O)NC3CCCC3)n2)cc1,i,i,i,i,i,-8,i,i,i,i,i
Cc1noc(C)c1CSCC(=O)N(C)CC(=O)Nc1cccc(F)c1,i,i,i,i,i,-11,i,i,i,i,i
CCN(CCCNC(=O)CC(C(=O)N1CCc2ccccc21)n1ccnc1)c1ccccc1 (configuration not stated),i,i,i,i,i,-15,i,i,i,i,i
CC(=O)N1CCN(Cc2nc3cc(NC(=O)c4cccs4)ccc3n2C)CC1,i,i,i,i,i,-7,i,i,i,i,i
CCc1ccc(-c2nc(CSCC(=O)NC3CC3)c(C)o2)cc1,i,i,i,i,i,-7,i,i,i,i,i
CCCCOC(=O)CSc1nc2c(c(=O)[nH]c(=O)n2C)n1C/C=C(\C)Cl,i,i,i,i,i,-11,i,i,i,i,i
CCC(Oc1ccc(C)cc1)C(=O)Nc1ccc(S(=O)(=O)Nc2nccs2)cc1 (configuration not stated),i,i,i,i,i,-14,i,i,i,i,i
CCCC(=O)C1=C(N2CCCC2)CC(C)(C)C(C(=O)OC)C1=O (configuration not stated),i,i,i,i,i,-2,i,i,i,i,i
Cc1nn(Cc2c(Cl)cccc2Cl)c(Cl)c1/C=N/NC(=O)c1cccnc1,i,i,i,i,i,-8,i,i,i,i,i
COc1ccccc1Oc1ccnc2cc(Cl)ccc12,i,i,i,i,i,-12,30*,i,i,i,i
O=C(NCc1ccco1)c1ccc(CS(=O)(=O)Cc2ccc(F)cc2)o1,i,i,i,i,i,-8,i,i,i,i,i
O=C(c1cnn2c(C(F)(F)F)cc(-c3ccc4c(c3)OCO4)nc12)N1CCCCC1,i,i,i,i,i,-16,i,i,i,i,i
Cc1ccsc1/C=N/NC(=O)Cc1ccc([N+](=O)[O-])cc1,i,i,i,i,i,-4,i,i,i,i,i
O=[N+]([O-])c1ccc(NCCCO)c(S(=O)(=O)N2CCOCC2)c1,i,i,i,i,i,-10,i,i,i,i,i
Cc1ccc2nc(NC(=O)CSCC(=O)OCC(=O)c3ccccc3)sc2c1,i,i,i,i,i,-2,i,i,i,i,i
COc1ccc(C2(O)CCN(CC(=O)Nc3nccs3)CC2)c(OC)c1,i,i,i,i,i,-7,i,i,i,i,i
C=C1CCC[C@]2(C)C[C@H]3OC(=O)C(CNC(C)CC)[C@H]3CC12 (some centres not stated),i,i,i,i,i,-8,i,i,i,i,i
CC1CCN(S(=O)(=O)c2cccc(C(=O)N3CCN(c4ccc(F)cc4)CC3)c2)CC1,i,i,i,i,i,-8,i,i,i,i,i
COc1ccc(/C=N\NC(=O)c2ccccc2Br)cc1COc1ccccc1,i,i,i,i,i,-5,i,i,i,i,i
CCCCC(CC)CNC(=O)C(=O)C1C(=O)Nc2ccccc21 (configuration not stated),i,i,i,i,i,-7,i,i,i,i,i
CCc1ccc(-c2cc(-c3n[nH]c(=S)n3CC)c3ccccc3n2)cc1,i,.,i,i,.,-5,i,i,i,i,i
COCCNC(=O)c1onc(CSc2ccccc2C)c1C(=O)O,i,i,i,i,i,-7,i,i,i,i,i
Cc1ccnc(NC(=O)CC(NC(=O)c2ccccc2Cl)c2ccccc2)c1 (configuration not stated),i,i,i,i,i,-8,i,i,i,i,i
CN(C1=NS(=O)(=O)c2ccccc21)c1ccc(OC(=O)c2ccncc2)cc1,i,i,i,i,i,-13,i,i,i,i,i
CCCC(C(=O)Nc1nccs1)c1ccccc1 (configuration not stated),i,i,i,i,i,-4,i,i,i,i,i
O=C(Cc1ccccc1)Nc1ccccc1Sc1ccccc1,i,i,i,i,i,-5,i,i,i,i,i
O=C(c1oc(=O)c2ccccc2c1-c1ccccc1)N1CCOCC1,i,i,i,i,.,-8,i,i,i,i,i
Nc1nnnn1/N=C/c1ccccc1O,i,i,i,i,i,-6,i,i,i,i,i
COc1cccc(C2/C(=C(/O)c3ccc(C)cc3)C(=O)C(=O)N2Cc2ccco2)c1 (configuration not stated),i,i,i,i,i,-6,i,i,i,i,i
COc1ccc(S(=O)(=O)N2CC(C(=O)O)Oc3ccc(CC(=O)O)cc32)cc1 (configuration not stated),i,i,i,i,i,-9,i,i,i,i,i
O=C(NCCCN1CCCC1=O)Nc1ccc(Cl)cc1,i,i,i,i,i,-7,i,i,i,i,i
Cc1cc(C(=O)CN2C(=O)NC3(CCCCC3)C2=O)c(C)n1-c1ccc2c(c1)OCO2,i,i,i,i,i,-18,i,i,i,i,i
COc1ccc(NC(=O)CSc2nnc(NC(=O)c3ccco3)s2)cc1,i,i,i,i,i,-5,i,i,i,i,i
COc1cccc(S(=O)(=O)Nc2ccc(C(=O)N3CCN(C(=O)c4ccco4)CC3)cc2)c1,i,i,i,i,i,-9,i,i,i,i,i
O=[N+]([O-])c1cccc2ccc(/C=C/c3ccc(Cl)cc3)nc12,i,i,i,i,i,-12,i,i,i,i,i
O=C(O)CC1(CC(=O)Nc2ccc(Cl)cc2C(=O)c2ccccc2)CCCC1,i,i,i,i,i,-8,i,i,i,i,i
CSC1=NCCN1CCOc1ccccc1,i,i,i,i,i,-7,i,i,i,i,i
CSc1n[nH]c(N)c1S(=O)(=O)c1ccc(Cl)cc1,i,i,i,i,i,-3,i,i,i,i,i
COc1ccccc1NC(=O)COc1coc(CN2CCN(c3ccccc3)CC2)cc1=O,i,i,i,i,i,-13,i,i,i,i,i
N=c1n(Cc2ccccc2)c2ccccc2n1CC(O)c1ccccc1 (configuration not stated),i,i,i,i,i,-17,i,i,i,i,i
CCOC(=O)/C=C/c1cnn(-c2ccccc2)c1,i,i,i,i,i,-8,i,i,i,i,i
CC(=O)Nc1ccc(/C=C(\C#N)C(N)=O)cc1,i,i,i,i,i,-8,i,i,i,i,i
Cn1c(NC(=O)C2CC2)cc(=O)n(C)c1=O,i,i,i,i,i,-12,i,i,i,i,i
Cc1c(Cl)cnc(NC(=O)COC(=O)c2cccc(S(=O)(=O)N3c4ccccc4CC3C)c2)c1Cl (configuration not stated),i,i,i,i,i,-6,i,i,i,i,i
CCCC(=O)N1CCN(c2ccc(NC(=O)c3sc4ccccc4c3Cl)cc2)CC1,i,i,i,i,i,-8,i,i,i,i,i
